# Screens from PubChem.
# BLM helicase inh: blocks DNA unwinding by human BLM helicase | P54132 | recombinant BLM DNA unwinding, fluorescence dequenching | Potency, µM (highest dose often 56.1 µM), for inactives: top-dose activity change, negative = inhibition, actives largely listed as inhibitors | 0.2% of 350,000 active | AID 2528;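 further: potency means the concentration at half of the fitted maximal effect; plate controls were vehicle for no effect and no enzyme for full effect; nearly all actives have a fitted effect of over 35% in size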
# APE1 inh: APE1 (human) endonuclease inhibition; P27695; recombinant APE1, TAMRA/BHQ-2 abasic DNA cleavage fluorescence; Potency, µM (top dose mostly 65.8 µM), for the others: at the top dose activity change, negative = inhibition, hits mostly inhibitors; 0.35% of 350,000 active; AID 2517;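 further: potency means the concentration at half of the fitted maximal effect; plate controls were vehicle for no effect and reference inhibitor for full effect; nearly all actives have a fitted effect of over 55% in size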
#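 Enzyme (0.75 nM final) and test compound are incubated 15 min at room temperature before adding 50 nM quenched THF abasic-site duplex. Cleavage dequenches TAMRA, followed at 525/598 nm over three reads one minute apart.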
# Glioma ERSR ind: induces the endoplasmic reticulum stress response in human glioma cells; U87-MG GRP78 promoter luciferase reporter, 16 h; Potency, µM, without a hit: top-dose activation, hits mostly activators; 0.02% of 420,000 active; AID 602332; further: potency means the concentration at half of the fitted maximal effect; series mostly up to about 76 µM; % of control where 0% means no effect; nearly all actives have a fitted effect of over 35% in size
#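 ERSR induction read as luciferase luminescence (Bright-Glo, 10 min at room temperature) in stably transfected human U87-MG glioma cells exposed to compounds for 16 h, using GRP78 as sensor.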
# POLI inh: DNA polymerase iota (human) inhibition; Q9UNA4; Pol iota fluorescent replication assay, 10 min; Potency, µM (highest dose often 115 µM), for the others: top-dose activity, negative = inhibition, most hits filed as inhibitors; 1% of 390,000 active; further: potency means the concentration at half of the fitted maximal effect
#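 Pol iota at 10 nM preincubated 15 min with compounds at room temperature; reaction started with fluorescent substrate, 50 nM final. Fluorescence read kinetically at 0 and 10 min; buffer-only wells as negative control.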
# Pol eta inh: inhibitors of human DNA polymerase eta; recombinant Pol eta, fluorescent DNA replication assay; AID 588591; Potency, µM (series often up to 114 µM), for the others: at the top dose activity change, negative = inhibition, usual class: inhibitors; 1.2% of 390,000 active; further: potency means the concentration at half of the fitted maximal effect; on the % scale 0 is the no-effect control and ±100 the full control effect
# Target sequence (Q9Y253 whole entry, looked up): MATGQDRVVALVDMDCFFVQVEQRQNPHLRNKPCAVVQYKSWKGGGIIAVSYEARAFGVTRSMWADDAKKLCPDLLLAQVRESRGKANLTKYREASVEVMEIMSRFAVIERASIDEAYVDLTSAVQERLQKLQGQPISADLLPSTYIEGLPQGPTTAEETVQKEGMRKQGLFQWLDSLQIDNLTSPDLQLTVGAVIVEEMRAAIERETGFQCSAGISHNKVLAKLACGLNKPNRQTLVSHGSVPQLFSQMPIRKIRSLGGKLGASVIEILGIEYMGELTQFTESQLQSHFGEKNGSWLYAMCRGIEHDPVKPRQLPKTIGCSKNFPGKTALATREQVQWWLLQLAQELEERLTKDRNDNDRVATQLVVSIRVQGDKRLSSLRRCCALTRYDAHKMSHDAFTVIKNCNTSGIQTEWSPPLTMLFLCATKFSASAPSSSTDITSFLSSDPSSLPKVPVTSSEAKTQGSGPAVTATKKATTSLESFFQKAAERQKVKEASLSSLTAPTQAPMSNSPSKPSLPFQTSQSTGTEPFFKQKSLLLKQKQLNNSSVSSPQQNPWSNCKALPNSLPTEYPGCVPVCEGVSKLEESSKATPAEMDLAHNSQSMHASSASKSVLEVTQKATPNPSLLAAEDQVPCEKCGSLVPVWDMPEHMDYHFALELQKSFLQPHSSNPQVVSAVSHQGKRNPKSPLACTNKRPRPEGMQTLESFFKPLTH
#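 Fluorescent replication assay: 50 nM final substrate added after a 15 min room-temperature compound preincubation with 10 nM enzyme. Signal taken at 0 min and again at 10 min.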
# LDHA block: inhibitors of human lactate dehydrogenase A | AID 1347041 | 0.15% of 480,000 active | P00338 | activity change, % (values are at about 110 or 230 µM) | purified LDHA, NADH/diaphorase-resazurin fluorescence; stronger effect = lower value; in the data active means activity change below about -30%; inconclusive means mostly about -25% to -30%;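 further: plate controls were DMSO wells for no effect and wells without enzyme for full effect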
#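 Enzyme activity of human lactate dehydrogenase 5 (2 nM; 0.06 mM NADH, 0.2 mM pyruvate, 5 min, RT) is measured via a resazurin/diaphorase fluorescence readout of residual NADH.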
# POLB inh: DNA polymerase beta (human) inhibition; P06746; Pol beta primer extension/strand displacement, fluorescence kinetic; Potency, µM (top dose mostly 114 µM), without a hit: at the top dose activity change, negative = inhibition, usual class: inhibitors; 1.3% of 340,000 active; AID 485314; further: potency means the concentration at half of the fitted maximal effect; on the % scale 0 is the no-effect control and ±100 the full control effect
#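 Pol beta (10 nM) and compounds were preincubated 15 min at room temperature, then 50 nM substrate (final) started primer extension/strand displacement. Reads were taken at 0 and 10 min; concentration-response data were fitted to a four-parameter Hill equation.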
# Pol kappa inh: blocks human DNA polymerase kappa activity. Potency, µM (titrated, usually from 107 µM), for the others: at the top dose activity, negative = inhibition, actives largely listed as inhibitors. 0.53% of 400,000 active. Q9UBT6. purified Pol kappa, fluorescent DNA synthesis assay, 10 min; further: potency means the concentration at half of the fitted maximal effect; on the % scale 0 is the no-effect control and ±100 the full control effect
#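 Kinetic fluorescence readout at 0 and 10 min followed reaction start with substrate at 50 nM final. Beforehand, enzyme (10 nM Pol kappa) stood 15 min with compound at room temperature; buffer-only wells were negative controls.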
# Anesthetic bind: candidate novel general anesthetic via apoferritin binding; apoferritin/1-aminoanthracene competitive binding, fluorescence; Potency, µM (series often up to 77.5 µM), for inactives: at the top dose activity change, negative = displacement, usual class: inhibitors; 0.074% of 350,000 active; further: potency means the concentration at half of the fitted maximal effect; on the % scale 0 is the no-effect control and ±100 the full control effect; nearly all actives have a fitted effect of over 20% in size
# Target sequence (P02791 2-175 limits assumed): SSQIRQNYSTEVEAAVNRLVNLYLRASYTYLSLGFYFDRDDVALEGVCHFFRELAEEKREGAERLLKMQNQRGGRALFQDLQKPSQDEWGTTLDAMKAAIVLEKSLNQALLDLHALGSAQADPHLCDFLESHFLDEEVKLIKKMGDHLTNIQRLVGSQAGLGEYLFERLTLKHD
#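 Horse-spleen apoferritin (10 uM) in 50% saturated 1-aminoanthracene in PBS was incubated 10 min at room temperature with compound. Fluorescence (ex 380, em 535 nm) was normalized to free and bound 1-AMA, with concentration-response fitted by a four-parameter Hill equation.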
# * hit, by the source's call; ? = inconclusive; . = no result given; & = joins results of further samples; [ ] = remark or other dose. Unless noted, the call rests on the fitted dose curve; in most records, active means well fitted curve in the direction sought with a large enough effect; inconclusive means small, poorly fitted or top-dose-only effect, or another doubt; inactive means no such curve, though single readings can be large; an effect the other way counts as inactive or inconclusive.
SMILES,BLM helicase inh,APE1 inh,Glioma ERSR ind,POLI inh,Pol eta inh,LDHA block,POLB inh,Pol kappa inh,Anesthetic bind
N#C/C(=C\c1ccccc1[N+](=O)[O-])c1nc(C2CC2)cs1,-4.0%,-1.4%,2.5%,9.3%,-9.7%,1.8,7.4%,-2.7%,-15.5%
COc1cccc(CC(=O)Nc2ccccc2N2CCCC2)c1,0.0%,31.5%,-2.7%,3.4%,-17.2%,2.4,39.4%,9.6%,-8.6%
CC(C)c1ccc(C(C)NC(=S)NC2CCCCC2)cc1 (configuration not stated),-8.6%,-2.0%,-3.6%,-11.8%,-17.9%,-1.0,5.1%,1.8%,-12.5%
CCCCOc1ccc2ccccc2c1C=O,-15.0%,1.5%,-3.8%,16.1%,-12.0%,-5.4,-15.8%,-1.3%,?
COc1ccccc1NC(=O)C1CCN(S(=O)(=O)c2ccc3c(c2)NC(=O)CO3)CC1,-1.3%,26.8%,3.3%,66.6%[activator],-4.2%,-2.7,23.0%,13.0%,-6.9%
COc1cc(-c2noc(-c3cc(C)[nH]n3)n2)cc(OC)c1OC,2.3%,.,8.4%,62.1%[activator],-9.0%,-1.9,-1.7%,0.8%,-2.5%
COc1ccccc1NS(=O)(=O)c1ccc(C)c(C(=O)N2CCCC2)c1,.,18.2%,-0.9%,11.9%,1.7%,-1.5,.,-12.3%,.
CCNC(=O)COc1ccc(OCc2ccccc2)cc1,-0.8%,2.4%,-2.8%,41.8%[activator],8.2%,-7.2,-4.7%,-7.0%,-14.2%
CC(=O)Nc1ccc(S(=O)(=O)N(C)CC(=O)N/N=C/c2ccc(C(=O)O)cc2)cc1,-6.7%,7.1%,-0.4%,16.9%,-14.8%,-7.2,30.6%,-1.1%,-10.8%
Cc1c(Cl)cccc1NC(=O)CCC(=O)N/N=C/c1ccc[nH]1,-5.3%,3.9%,-1.7%,19.4%,-9.6%,1.1,7.9%,-15.2%,-3.4%
COc1cccc(-n2c(Cc3cc(=O)[nH]c(=O)[nH]3)nnc2SCC(=O)Nc2ccccc2)c1,1.5%,0.5%,-3.2%,13.4%,5.7%,-6.0,1.2%,0.9%,-3.4%
Cc1cc(Br)ccc1NC(=O)CN(C)C(=O)c1ccc2ccccc2n1,.,-9.3%,8.5%,22.4%,-14.9%,-2.1,.,0.0%,.
O=C(Cc1ccc(Cl)c(Cl)c1)NNC(=S)NCC1CCCO1 (configuration not stated),-2.0%,-2.4%,0.9%,-20.6%,5.8%,-3.3,-2.1%,-3.8%,-8.7%
CC(C)(C)C(=O)Oc1cccc(Nc2ncnc3ccccc23)c1,-3.7%,-1.2%,-2.6%,42.2%[activator],-23.4%,2.4,4.7%,2.6%,-15.3%
O=C(CNC(c1ccccc1)c1ccccc1)Nc1ccc(F)cc1,-4.5%,0.7%,-5.4%,101.5%[activator],-20.0%,0.0,2.8%,-13.8%,-7.7%
Cn1ncc2c(c(SCc3ccc(Cl)cc3Cl)nn2C)c1=O,-5.3%,5.0%,-1.9%,30.0%[activator],9.0%,-2.9,22.6%,-11.5%,-0.2%
S=C(Nc1ccccc1)Nc1ccccc1-n1cccc1,-1.7%,-1.5%,-3.8%,17.6%,-8.6%,-2.2,-0.4%,-0.7%,-7.2%
CCOC(=O)Cc1csc(N(C)C)n1,-0.3%,-5.7%,-0.3%,-1.2%,-7.0%,0.5,-0.1%,8.0%,-3.6%
Cc1cc(C)cc(N(C(=O)CNS(=O)(=O)c2ccccc2)C(C(=O)NCc2ccccc2)c2ccc(C)o2)c1 (configuration not stated),-11.0%,-0.5%,-2.9%,11.2%,-18.6%,-6.5,10.2%,-1.5%,-12.6%
O=C(Cc1ccccc1)NNC(=O)Cc1ccccc1,-8.2%,-1.8%,-1.9%,-8.4%,-6.3%,-11.8,-8.4%,-6.0%,0.7%
NC(=S)N/N=C/c1ccc([N+](=O)[O-])cc1,0.0%,0.0%,-2.8%,1.0%,-11.3%,0.3,1.1%,6.4%,-16.1%
Cc1cc(C(=O)CSc2nc(N)cc(N)n2)c(C)n1-c1cccc(F)c1,-5.0%,-10.6%,2.6%,14.4%,-7.3%,-3.2,-1.1%,-25.3%,-6.0%
CCc1ccccc1Oc1ccc(S(=O)(=O)N2CCN(C)CC2)cn1,.,15.9%,-4.3%,20.5%,-14.7%,-0.4,.,-4.2%,.
CC(=O)Nc1ccccc1OCC(=O)NC(C)c1ccccc1 (configuration not stated),2.7%,-1.0%,-0.1%,18.9%,1.1%,3.8,18.8%,1.8%,6.6%
O=C(CNC1CCCCC1)Nc1cccc(C(F)(F)F)c1,1.3%,8.4%,-1.3%,134.6%[activator],-15.9%,-4.5,1.5%,-4.1%,-8.7%
Cc1ccccc1NS(=O)(=O)c1nnc(NC(=O)c2ccccc2C)s1,-2.7%&-0.7%,-3.8%,11.3%&-1.8%,-2.3%&3.6%,-2.5%&-9.4%,-0.5&-3.6,?,-17.5%&-1.8%,-9.7%&-10.9%
O=C(c1ccc(NC2=NC3CS(=O)(=O)CC3S2)cc1)N1CCc2ccccc2C1 (configuration not stated),0.3%,-5.6%,-2.5%,-13.7%,-2.1%,-4.5,-1.1%,-1.8%,-0.8%
CCOC(=O)C(C#N)=C1CCN(Cc2ccccc2)CC1,-7.9%,1.6%,0.4%,-24.0%,-0.2%,-2.6,3.3%,-3.9%,-0.7%
COc1ccc(-c2nc(NC(=O)CSc3nnc4ccccn34)ns2)cc1,-4.8%,-1.5%,-2.6%,?,?,-22.8,-14.7%,-25.0%,-12.5%
CCC(=O)c1ccc(OCC(O)CN2CCN(S(=O)(=O)N3CCCCC3)CC2)cc1 (configuration not stated),2.3%,0.6%,-1.3%,2.8%,-16.7%,-2.2,9.3%,-2.6%,-10.3%
Cc1cc(Cl)ccc1OCC(=O)Nc1ccc(CN2CCOCC2)cc1,-2.1%,17.6%,0.0%,35.1%[activator],-16.1%,0.8,-2.1%,10.0%,?
CCOc1ccc(Nc2oc(-c3cccs3)nc2C#N)cc1,-4.8%,3.6%,4.3%,23.3%,-2.3%,-4.9,12.9%,-14.8%,471.8%[activator]
O=C(N/N=C/c1ccccc1O)C(=O)N1CCCCCC1,0.0%,23.2%,8.7%,34.8%[activator],-12.4%,-1.1,-24.6%,2.1%,?
CCN(c1ccc(NC(=O)CCc2nc3sc4c(c3c(=O)[nH]2)CCCC4)cc1)C(C)C,.,-11.7%,-0.1%,?,?,1.6,.,-6.3%,.
COc1ccc(S(=O)(=O)N2CCOC2CNC(=O)C(=O)NCCc2ccccc2OC)cc1C (configuration not stated),-2.6%,15.1%,0.0%,-18.9%,-17.2%,-13.6,11.8%,-17.5%,3.9%
O=C(CCNS(=O)(=O)c1ccccc1F)NCc1ccc2c(c1)OCO2,-1.5%,1.9%,-1.2%,-1.1%,-15.7%,-3.3,29.0%,7.5%,-13.7%
CC(C)(C)OC(=O)NCc1ccc(NC(=O)c2nc[nH]c2C(=O)NCCCCNC(=O)c2[nH]cnc2C(=O)Nc2ccc(CNC(=O)OC(C)(C)C)cc2)cc1,.,21.0%,-2.9%,-13.0%,-4.1%,-0.9,.,12.7%,.
COc1ccc(-c2noc(CN3CCCCC3c3nccn3C)n2)cc1 (configuration not stated),3.8%,16.3%,1.4%,23.1%,-11.1%,-4.0,-0.6%,8.2%,-9.8%
O=C(NCCN1CCOCC1)c1cnn2c(-c3ccccc3)cc(-c3ccccc3)nc12,2.4%,-5.5%,-3.8%,10.5%,-3.0%,0.7,26.3%,-16.7%,35.7%[activator]
CN(C)c1ccc(Nc2nc(N)c([N+](=O)[O-])c(N3CCOCC3)n2)cc1,-8.7%,-0.4%,2.2%,30.2%[activator],-14.2%,10.7,12.5%,-23.8%,-8.1%
C[C@@H](CSc1ccccc1)CN1CC[C@H](NC(=O)OCc2ccccc2)CCC1=O,-3.2%,42.8%,2.6%&-1.0%,8.1%&47.3%,-14.3%,1.8,-12.2%,-14.5%&-6.6%,4.4%
CC(C)CN1CC2(CCN(C(=O)c3csnn3)CC2)C1,0.4%,6.7%,-3.4%,.,.,.,.,-8.8%[60.1 µM],.
Cc1csc(NC(=O)CCc2c(C)nc3cc(-c4ccc(Cl)cc4)nn3c2C)n1,-17.6%,0.2%,-10.7%,26.0%,-3.1%,-2.1,-10.0%,-0.6%,4.3%
O=C(CN1CCCCC1)Nc1cc(Cl)ccc1Oc1ccccc1,-7.4%,2.2%,0.0%,72.2%[activator],-31.0%,-3.7,17.6%,-3.4%,-2.9%
O=C(Cc1ccc(-n2c(=O)c3sccc3n(CC(=O)Nc3ccccc3)c2=O)cc1)NCc1ccco1,-0.3%,-0.6%,-11.8%,-19.0%,2.8%,-13.7,-4.5%,-5.3%,-17.5%

# A portion of the library; count on the stated rates, not on these rows.
